KOR beta-arrestin-1 = KOR agonists, beta-arrestin recruitment, primary screen, cell-based, luminescence, uHTS (AID 1777); KOR beta-arrestin recruitment, luminescence; higher % means a stronger effect; activation, % at 10 µM; hits with a dose series show EC50 in µM; 0.02% of 280,000 active; in the data active = activation above about 50%, passing the limit was not always enough; note: a part of the inactive calls stands beside numbers as strong as those of hits
West Nile virus CPE = West Nile virus antiviral activity, cell-based, CPE readout (AID 1621) | West Nile virus-infected cells, CPE inhibition; higher % means a stronger effect | CPE inhibition, % at 10 µM, or IC50 in µM where a hit was titrated | 0.02% of 290,000 active; in the data active = a potency from the dose series; inconclusive = CPE inhibition mostly from about 3.7% at the one dose, without a potency; inactive = the rest, 99 in 100 with CPE inhibition below about 2.2%; note: strong numbers were not always called active
GPR55 antagonists = GPR55 antagonists blocking LPI-driven arrestin recruitment, primary screen, imaging, U2OS, beta-arrestin-GFP, LPI agonist (AID 2013). U2OS GPR55 beta-arrestin-GFP translocation imaging, LPI antagonism; higher % means a stronger effect. inhibition, % at 10 µM; hits with a dose series show IC50 in µM. 0.13% of 290,000 active;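 active = spots per cell inhibited over 60%, with over 100 cells counted and total cytoplasm intensity under 500,000; inconclusive = wells with under 100 cells, flagged as likely toxic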;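 note: U2OS cells stably carrying GPR55 and arrestin-GFP stimulated by 5 µM LPI near EC80; imaged beta-arrestin-GFP aggregate spots per cell after agonist stimulation; plate controls were LPI-stimulated DMSO wells for no effect and DMSO wells without LPI for full effect; some results filed as inactive read as strong as hits; confirmed hits need IC50 under 10 µM and bright autofluorescent wells are also inconclusive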
T cell modulator = modulates CD8 T cell binding to vesicles; 2C CD8+ T cell-vesicle binding, flow cytometry; hits give low values; calls only at 7 µM; 0.068% of 330,000 active; AID 2052;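 active = response, share of CD8 T cells binding vesicles, and their 90th percentile fluorescence all below set limits, cut at about 80% in these data, passing the limit was not always enough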
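Benchmarks: naked versus QL9-loaded vesicles / Assay system: purified 2C TCR transgenic mouse naive CD8+ T cells / Technique: high-throughput flow cytometry with anti-B7-1 and anti-CD8 staining / Timing: Cell–vesicle co-incubation 1.5 h at 37 °C, staining 20 min on ice / Read-out: percent CD8+ FL2 mean versus row control / Probe or stimulus: QL9-loaded Drosophila micro-vesicles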
GPR35 antagonists = inhibition of zaprinast-stimulated GPR35 beta-arrestin translocation – imaging, U2OS, beta-arrestin-GFP, zaprinast agonist, primary screen (AID 2058). U2OS GPR35 beta-arrestin-GFP translocation imaging, zaprinast antagonism; higher % means a stronger effect. inhibition, % at 10 µM, or IC50 in µM where a hit was titrated. 0.052% of 290,000 active;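 active = inhibition of at least 50% with at least 30 cells and total cytoplasm GFP at most 10,000,000; inconclusive = under 30 cells or total GFP of 10,000,000 plus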
Salmonella PhoP GFP = inhibitors of PhoP regulon expression, primary screen, Salmonella Typhimurium, GFP reporter (AID 1863); S. Typhimurium PhoP-regulated promoter GFP reporter, 4 h; higher % means a stronger effect; one-dose inhibition, % at 50 µM; IC50 in µM for titrated hits; 0.16% of 300,000 active;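 active = inhibition over 29.93%, a cutoff 3 SD above the screen mean, later confirmed by dose response; inconclusive = inhibition over 29.93% but no dose response follow-up; inactive = inhibition at most 29.93% or unconfirmed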;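 note: 0% = low Mg2+ inducing control and 100% = high Mg2+ repressing control; strong numbers were not always called active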
KOR beta-arrestin-2 = kappa opioid receptor blockers – cell-based, luminescence, uHTS (AID 1778) | KOR beta-arrestin recruitment, luminescence, antagonist mode; higher % means a stronger effect | inhibition, % at 10 µM, or IC50 in µM where a hit was titrated | 0.091% of 290,000 active; in the data active = inhibition above about 50%; note: strong numbers were not always called active
GPR55 beta-arrestin = GPR55 agonists via beta-arrestin recruitment, primary screen, imaging, U2OS cells, beta-arrestin-GFP redistribution (AID 1961); U2OS GPR55 beta-arrestin-GFP redistribution imaging; higher % means a stronger effect; one-dose activation, % at 10 µM; EC50 in µM for titrated hits; 0.048% of 290,000 active;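 active = activation above 40% with more than 50 cells counted in the well; inconclusive = wells holding fewer than 50 cells, flagged as toxic or sparse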;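 note: U2OS osteosarcoma cells stably expressing GPR55 and beta-arrestin-GFP; plate controls were DMSO negative control for no effect and LPI positive control for full effect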
NTR1 agonist = NTR1-driven beta-arrestin-GFP spot formation – imaging, U2OS cells, high content, primary screen (AID 493036) | 0.17% of 330,000 active | agonist mode | activation, % at 20 µM | P30989;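 active = activation at or above 40% of the spot to cytoplasm intensity ratio, with at least 20 cells analyzed; inconclusive = wells under 20 cells, flagged as cytotoxic or low count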;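 note: 0% = DMSO without peptide and 100% = 100 nM NTR1 peptide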
Target sequence (P30989 whole entry, looked up): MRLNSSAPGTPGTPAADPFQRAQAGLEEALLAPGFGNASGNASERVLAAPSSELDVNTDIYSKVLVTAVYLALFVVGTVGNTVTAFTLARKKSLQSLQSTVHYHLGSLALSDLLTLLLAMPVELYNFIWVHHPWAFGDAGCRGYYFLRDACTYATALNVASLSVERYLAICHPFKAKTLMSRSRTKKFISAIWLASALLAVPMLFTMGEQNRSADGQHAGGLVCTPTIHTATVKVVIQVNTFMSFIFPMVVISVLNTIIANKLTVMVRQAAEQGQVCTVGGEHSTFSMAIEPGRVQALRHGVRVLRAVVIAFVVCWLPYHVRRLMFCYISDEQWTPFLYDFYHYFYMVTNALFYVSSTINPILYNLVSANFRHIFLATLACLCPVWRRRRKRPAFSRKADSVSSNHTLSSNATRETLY
T cell modulator vesicle-bound % = also measured in T cell modulator; calls as there; double positive events, %; measured here: CD8+ vesicle-bound cell fraction;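 binding gate set so that unloaded-vesicle control wells show 10% double positive cells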
NTR1 agonist cell count 20 µM = also measured in NTR1 agonist; calls as there; cell count; measured here: cell count, cytotoxicity flag
An asterisk follows results filed as active; i = inactive; ? = inconclusive; . = no result given; [ ] = remark or other dose.

SMILES | KOR beta-arrestin-1 | West Nile virus CPE | GPR55 antagonists | T cell modulator | T cell modulator vesicle-bound % | GPR35 antagonists | Salmonella PhoP GFP | KOR beta-arrestin-2 | GPR55 beta-arrestin | NTR1 agonist | NTR1 agonist cell count 20 µM
COc1ccc(C(C(=O)NC2CCCCC2)N(C(=O)Cc2c[nH]c3ccccc23)c2ccc(NC(C)=O)cc2)cc1OC (centres undefined) | 3.7% | -0.2% | -9% | i | 29 | 6% | -2% | -15% | -0.1% | 4.0 | 97
CCC(CC)N1CCN(C(=O)c2cccc(Cl)c2)CC1 | -4.8% | 0.3% | 7% | i | 50 | 6% | -2% | -28%[20 µM] | -0.4% | 0.2 | 64
Cn1nnnc1SCC(=O)Nc1cc(S(=O)(=O)N2CCCC2)ccc1Cl | 0.7% | 0.0% | 8% | i | 20 | -6% | 4% | -18% | -0.5% | 1.6 | 42
O=C(O)CC(Cc1ccccc1)C(=O)Nc1ccc([N+](=O)[O-])cc1 (centres undefined) | 4.4% | -0.9% | 6% | i | 49 | 13% | 0% | -10% | -0.1% | 1.0 | 41
COc1ccccc1/C=N/NC(=O)c1cccc2ccccc12 | -4.2% | -0.7% | 9% | i | 53 | -2% | 5% | -6%[20 µM] | 0.7% | 0.3 | 56
COc1cc(/C=C2\SC(c3ccc(C)cc3)=NC2=O)ccc1O | -5.0% | -0.5% | 3% | i | 28 | 24% | -2% | 36% | -0.3% | 4.2 | 48
CC12CCC(C(=O)Nc3cccc(Cl)c3)(C(Br)C1=O)C2(C)C (centres undefined) | 0.0% | -1.1% | 1% | i | 45 | 20% | -8% | 13% | -0.3% | -0.1 | 35
CCN1C(=O)c2c(C)nc3ccccc3c2C1=O | -5.0% | 0.2% | 7% | i | 12 | -12% | 6% | -6% | 0.3% | 0.3 | 43
CC1CCCC(C)N1/N=C/c1ccc(N(C)C)cc1 (centres undefined) | -4.0% | 0.4% | 28% | i | 27 | 2% | -10% | 21% | 0.3% | 0.1 | 46
N#C/C(=C(/O)COC(=O)CSc1ccc(Cl)cc1)c1nc2ccccc2[nH]1 | -3.1% | -1.6% | 13% | i | 54 | -3% | -9% | 21% | -0.1% | 0.8 | 48
CC(Cl)C(=O)Nc1c2c(nn1-c1ccccc1)CSC2 (centres undefined) | -2.1% | -1.0% | -6% | i | 63 | 3% | 13% | -9% | -0.2% | -1.9 | 64
COc1cc2nc(SCC(=O)NCCc3ccccc3)n(Cc3ccco3)c(=O)c2cc1OC | -0.4% | -0.9% | 7% | i | 20 | -7% | 16% | 30% | 0.0% | 1.5 | 78
CC(C)C(=O)NNC(=O)c1csc(-c2cccs2)n1 | -0.4% | -0.1% | -1% | i | 20 | 8% | -4% | -25% | -0.2% | -0.7 | 46
COc1cnc(-c2ccccc2)nc1Oc1ccccc1C | -1.5% | -0.2% | -8% | i | 24 | 15% | 0% | -21% | -0.1% | 3.1 | 43
O=C(Cc1ccc(Br)cc1)Nc1nc2ccccc2[nH]1 | -2.4% | -0.2% | 8% | i | 15 | -10% | -8% | 14% | -0.1% | 2.3 | 62
COc1ccc(OC)c(N(CC(=O)N2CCCCC2)S(=O)(=O)c2ccc(OC)c(OC)c2)c1 | -5.8% | -0.1% | -5% | i | 49 | 2% | 7% | -14% | -0.2% | -1.9 | 70
O=C(Nc1nncs1)c1cc(S(=O)(=O)N2CCOCC2)ccc1Cl | -4.9% | -1.0% | -5% | i | 15 | 8% | 2% | -2% | 0.0% | -0.3 | 40
COc1cc(C(=O)N(Cc2cccc(Cl)c2)C2CCS(=O)(=O)C2)cc(OC)c1OC (centres undefined) | 0.3% | ? | -3% | i | 39 | 2% | 12% | -12% | 0.0% | 1.0 | 65
CC(=O)NC1=NC(=O)/C(=C/N2CCCCC2)S1 | -4.1% | 1.7% | -2% | i | 15 | -11% | -3% | 21% | -0.1% | -1.1 | 80
O=C(c1ccccc1)n1nnc2ccccc21 | 8.0% | -0.1% | -12% | i | 30 | 8% | -7% | 9% | -0.2% | 0.1 | 99
N#Cc1ccc(OCc2noc(-c3ccsc3)n2)cc1 | 1.4% | 0.0% | 2% | i | 55 | 10% | 0% | 10% | 0.1% | 2.9 | 60
O=C(COc1ccc(F)cc1)NCCCn1ccnc1 | -2.1% | 0.1% | 6% | . | . | 7% | . | -33% | 0.2% | -0.9 | 55
COCc1[nH]nc2c1C(c1c(F)cccc1Cl)C(C#N)=C(N)O2 (centres undefined) | 17% | 0.6% | -4% | i | 8 | -6% | 13% | -13% | -0.2% | 0.7 | 69
C=CCn1c(Cc2cccs2)nnc1SCC(=O)NCc1ccco1 | -0.3% | 0.2% | 3% | i | 60 | -3% | 5% | -2% | -0.1% | 1.6 | 65

Part of the list above, showing only T cell modulator and NTR1 agonist:
canonical_smiles,T cell modulator,NTR1 agonist
COc1ccccc1/C=N/NC(=O)c1cccc2ccccc12,i,0.3
COc1cc(/C=C2\SC(c3ccc(C)cc3)=NC2=O)ccc1O,i,4.2
CC12CCC(C(=O)Nc3cccc(Cl)c3)(C(Br)C1=O)C2(C)C (centres undefined),i,-0.1
CCN1C(=O)c2c(C)nc3ccccc3c2C1=O,i,0.3

Complete entries, looked up by structure. Order of values: KOR beta-arrestin-1 | West Nile virus CPE | GPR55 antagonists | T cell modulator | T cell modulator vesicle-bound % | GPR35 antagonists | Salmonella PhoP GFP | KOR beta-arrestin-2 | GPR55 beta-arrestin | NTR1 agonist | NTR1 agonist cell count 20 µM
`O=C(Nc1nncs1)c1cc(S(=O)(=O)N2CCOCC2)ccc1Cl` reads -4.9% | -1.0% | -5% | i | 15 | 8% | 2% | -2% | 0.0% | -0.3 | 40
`O=C(Cc1ccc(Br)cc1)Nc1nc2ccccc2[nH]1` reads -2.4% | -0.2% | 8% | i | 15 | -10% | -8% | 14% | -0.1% | 2.3 | 62

Retrieved one by one from the list above (three):
SMILES | KOR beta-arrestin-1 | West Nile virus CPE | GPR55 antagonists | T cell modulator | T cell modulator vesicle-bound % | GPR35 antagonists | Salmonella PhoP GFP | KOR beta-arrestin-2 | GPR55 beta-arrestin | NTR1 agonist | NTR1 agonist cell count 20 µM
CC12CCC(C(=O)Nc3cccc(Cl)c3)(C(Br)C1=O)C2(C)C (centres undefined) | 0.0% | -1.1% | 1% | i | 45 | 20% | -8% | 13% | -0.3% | -0.1 | 35
COc1ccc(OC)c(N(CC(=O)N2CCCCC2)S(=O)(=O)c2ccc(OC)c(OC)c2)c1 | -5.8% | -0.1% | -5% | i | 49 | 2% | 7% | -14% | -0.2% | -1.9 | 70
O=C(O)CC(Cc1ccccc1)C(=O)Nc1ccc([N+](=O)[O-])cc1 (centres undefined) | 4.4% | -0.9% | 6% | i | 49 | 13% | 0% | -10% | -0.1% | 1.0 | 41

Assay outcomes from PubChem.
